# Epigenetic reg = epigenetic control regulation, reporter derepression; AID 1865; 280,000 tested, 0.2% active; murine LDR cells, GFP reporter derepression, 30 h; Potency, µM (highest dose often 53.9 µM), inactives show at the top dose GFP activation, hits mostly activators; further: % of control where 0% means no effect; nearly all actives have a fitted effect of over 60% in size
#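 Reporter derepression read as number of fluorescent GFP-positive objects, 20-120 um in size, counted by laser-scanning cytometer. Mouse LDR line with an epigenetically silenced CMV-GFP locus; compound incubation 30 h, 37 C.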
# GAA inh = blocks human lysosomal alpha-glucosidase. 200,000 tested, 0.005% active. Potency, µM (highest dose often 76.9 µM), inactives show top-dose activity change, negative = inhibition, hits mostly inhibitors. P10253. purified human GAA, 4-MU-alpha-glucoside fluorescence. AID 1466;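 further: plate controls were uninhibited enzyme wells for no effect and no-enzyme background for full effect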
#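 Human enzyme at 4 nM with 400 uM 4-methylumbelliferyl-alpha-D-pyranoside, citrate/phosphate buffer pH 5.0, 0.005% Tween-20, 20 min at room temperature. Compounds up to 77 uM. 4-MU fluorescence (Ex 365/Em 440) read after NaOH/glycine stop; AC50 from Hill fit.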
# GLA spleen mod = inhibitors or activators of human alpha-galactosidase in spleen homogenate; AID 2107; Potency, µM (doses to about 80 µM), for inactives: top-dose activity change, negative = inhibition, most hits filed as inhibitors; 240,000 tested, 0.008% active; human spleen homogenate, 4MU-alpha-Gal fluorescence, 40 min;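 further: 0% = enzyme with vehicle and -100% = no enzyme basal signal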
#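 Human spleen homogenate (1 ug) was the enzyme source, with 4-methylumbelliferyl-alpha-D-galactopyranoside (1 mM final) in pH 5.0 citrate buffer with 0.01% Tween-20. Compounds were titrated; after 40 min at 37C, NaOH/glycine stop, 4-MU fluorescence read; AC50 from Hill fits.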
# GAA glycogen = GAA glycogen-cleavage inhibition or activation; P10253; Potency, µM (highest dose often 76.4 µM), without a hit: at the top dose activity change, negative = inhibition, most hits filed as inhibitors; recombinant GAA, glycogen substrate, Amplex Red glucose oxidase fluorescence; 300,000 tested, 0.38% active;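 further: 0% = full enzyme reaction and -100% = no-enzyme basal signal; the screen sought inhibitors and activators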
#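 qHTS, 1536-well; enzyme 4 nM final; cpd up to 77 uM; substrate bovine liver glycogen 30 ug; 50 mM citrate/phosphate pH 5.0, 0.01% Tween-20; 37 C, 40 min; Amplex Red detection 45 min RT; Hill fit → AC50.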
# aGlu spleen mod = inhibits or activates alpha-glucosidase in human spleen homogenate. P10253. human spleen homogenate, 4-MU-alpha-glucoside fluorescence. Potency, µM (highest dose often 79.9 µM), without a hit: at the highest dose activity change, negative = inhibition, actives largely listed as inhibitors. 240,000 tested, 0.006% active. AID 2112;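 further: 0% = enzyme with vehicle and -100% = no enzyme basal signal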
#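 AC50 values come from Hill-equation fits of concentration-response data, normalized to no-enzyme and full-activity controls. Enzyme source: 1 ug human spleen homogenate; 1 mM fluorogenic 4-MU glucoside, pH 5.0 citrate buffer, 37 C, 40 min.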
# ALDH1A1 block = inhibitors of human aldehyde dehydrogenase 1A1 | Potency, µM (doses to about 75.3 µM), without a hit: at the top dose activity, negative = inhibition, most hits filed as inhibitors | 220,000 tested, 7.3% active | AID 1030 | Purified ALDH1A1, NADH fluorescence, propionaldehyde substrate; active means well fitted inhibition curve with a large enough effect, not every such curve was filed as active; inconclusive means small, poorly fitted or top-dose-only effect, or another doubt; inactive means no such curve, though single readings can be large or run the other way;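 further: plate controls were no enzyme wells and a reference inhibitor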
# Target sequence (P00352 whole entry, looked up): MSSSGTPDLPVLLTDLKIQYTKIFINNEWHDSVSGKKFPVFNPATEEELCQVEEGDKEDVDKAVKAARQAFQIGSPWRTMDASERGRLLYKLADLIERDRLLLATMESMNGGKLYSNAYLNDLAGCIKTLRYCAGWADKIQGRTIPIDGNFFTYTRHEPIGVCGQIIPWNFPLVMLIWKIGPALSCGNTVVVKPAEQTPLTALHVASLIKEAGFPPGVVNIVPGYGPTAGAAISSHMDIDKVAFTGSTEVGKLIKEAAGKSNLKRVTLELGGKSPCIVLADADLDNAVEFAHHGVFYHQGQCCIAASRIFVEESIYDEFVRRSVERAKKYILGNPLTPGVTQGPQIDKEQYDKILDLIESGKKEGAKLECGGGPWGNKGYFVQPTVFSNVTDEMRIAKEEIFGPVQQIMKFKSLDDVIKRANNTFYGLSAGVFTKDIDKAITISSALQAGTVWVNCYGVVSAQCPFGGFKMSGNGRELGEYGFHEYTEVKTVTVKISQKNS
# Tau fluor counter = counter-screen for tau fibril formation inhibitors; Potency, µM (top dose mostly 57.7 µM), for inactives: at the highest dose activity change, negative = decrease; tau K18 P301L (four-repeat tau fragment) Alexa594 fluorescence, heparin fibrillization; AID 1463; 280,000 tested, 0.93% active; further: on the % scale 0 is the no-effect control and ±100 the full control effect; nearly all actives have a fitted effect of over 55% in size
#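 Human K18 P301L tau (15 uM unlabeled plus 0.24 uM Alexa 594-labeled, final) in 100 mM sodium acetate pH 7 was mixed with compound and 20 uM heparin and incubated 6 hr at 37 C.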
# NPSR antag = neuropeptide S receptor (human) antagonism, cAMP; Q6W5P4; CHO-NPSR cells, cAMP TR-FRET, antagonist mode; Potency, µM (series often up to 38.3 µM), for inactives: at the highest dose activity change, negative = inhibition, usual class: inhibitors; 220,000 tested, 1% active; AID 1461; further: on the % scale 0 is the no-effect control and ±100 the full control effect; nearly all actives have a fitted effect of over 50% in size; many of its hits are not listed in these tables
# Target sequence (Q6W5P4 whole entry, looked up): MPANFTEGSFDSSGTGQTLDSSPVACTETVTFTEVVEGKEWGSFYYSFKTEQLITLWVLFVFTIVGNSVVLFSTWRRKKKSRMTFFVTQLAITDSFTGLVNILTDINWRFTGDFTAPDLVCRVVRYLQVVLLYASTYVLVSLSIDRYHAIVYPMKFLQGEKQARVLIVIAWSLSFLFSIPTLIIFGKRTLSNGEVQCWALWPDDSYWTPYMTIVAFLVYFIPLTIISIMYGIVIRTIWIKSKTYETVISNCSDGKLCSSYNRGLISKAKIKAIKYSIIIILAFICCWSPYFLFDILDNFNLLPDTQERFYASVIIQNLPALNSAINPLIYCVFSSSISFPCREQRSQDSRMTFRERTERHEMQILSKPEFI
# * hit, by the source's call; ? = inconclusive; . = not tested or not shown; & = joins results of further samples; [ ] = another dose, or the depositor's remark. Unless noted, the call rests on the fitted dose curve; in most records, active means well fitted curve in the direction sought with a large enough effect; inconclusive means small, poorly fitted or top-dose-only effect, or another doubt; inactive means no such curve, though single readings can be large; an effect the other way counts as inactive or inconclusive. Potency means the concentration at half of the fitted maximal effect.
SMILES,Epigenetic reg,GAA inh,GLA spleen mod,GAA glycogen,aGlu spleen mod,ALDH1A1 block,Tau fluor counter,NPSR antag
CC(C)n1c(N2CCN(CC(=O)Nc3ccc4c(c3)OCCO4)CC2)nc2ccccc21,0.0%,-5%,-23%,-2%,-12%,-13%,-3%,-21%[46.1 µM]
O=C(NNC(=S)Nc1ccccc1)c1cccc(Br)c1,-1.5%,-9%,-23%,-13%,-6%,20µM*,-25%,-23%[46.1 µM]
O=C(Cn1c(SCC(=O)NC2CCCC2)nnc1-c1ccncc1)Nc1ccc2c(c1)OCO2,0.4%,-1%,15%,0%,-3%,-3%,-24%,-4%[7.67 µM]
Cc1ccc(C2=C/C(=C\c3cccnc3)C(=O)O2)cc1,1.0%,1%,-2%,1%,-3%,?,-10%,-1%
Cc1ccc(O)c(C=Nc2ccc3[nH]ncc3c2)c1,-3.2%,15%,-7%,-2%,-2%,?,-22%,7%
CC1=C(C(=O)NCc2ccc(Cl)cc2)C2(CCC(C)CC2)OC1=O (configuration not stated),-3.1%&-1.1%,.,-3%,-2%,-2%,.,5%&-19%,-5%
COc1cc(/C=c2\sc3n(c2=O)CCCN=3)ccc1O,3.1%,-6%,-6%,-22%,-13%,?,-5%,-24%[46.1 µM]
COc1ccc(C(C(=O)OCCN(C)C)c2ccccc2)cc1 (configuration not stated),1.0%,-4%,15%,0%,-17%,3%,-2%,9%[46.1 µM]
O=C1COc2ccccc2CN1,-1.2%,-12%,-11%,10%,-2%,10%,5%,-4%[46.1 µM]
COc1ccc(S(=O)(=O)Nc2cc3c4c(oc3c3ccccc23)CC(C)(C)CC4=O)cc1,-2.3%,0%,-2%,-11%,-14%,3.2µM*,?,?
C=CCNC(=S)NNC(=O)c1cccc(Br)c1,0.0%,-17%,-8%,-7%,1%,0%,-14%,-9%[46.1 µM]
CCOc1cc(/C=N/NC(=O)c2cccnc2)cc(Br)c1OCC(N)=O,1.1%,5%,-2%,22%,-1%,12%,-1%,10%
CCOC(=O)c1c(C)nc(-c2ccccc2)nc1NC(=O)CC,-2.8%,1%,3%,7%,-1%,?,-14%,-16%[46.1 µM]
O=C(/C=C/c1ccc(OC2CSC2)cc1)c1ccc(Cl)cc1,1.3%,-3%,7%,-6%,6%,0%,-5%,-3%
O=C(O)C1CCC(=O)N1Cc1ccc(F)cc1 (configuration not stated),-1.0%,-2%,-4%,-9%,-4%,9%,-5%,3%[46.1 µM]
COc1cc2c(cc1NC(=O)CC1SC(N3CCCC3)=NC1=O)oc1ccccc12 (configuration not stated),-0.1%,?,11%,1%,7%,10%,-4%,-22%[46.1 µM]
Cn1c(SCc2ccccc2F)nnc1-c1cnccn1,-5.0%,3%,3%,-7%,4%,-18%,-3%,-8%[46.1 µM]
CCOC(=O)C1=C(C)N(CCCC(=O)O)C(=O)NC1c1ccc(OC)cc1 (configuration not stated),-0.5%,3%,1%,-2%,-1%,7%,-8%,12%
COc1ccc(NS(=O)(=O)c2cccc(C(=O)N/N=C/c3cccs3)c2)cc1,1.0%,5%,15%,1%,8%,?,-12%,-12%
CCOC(=O)N1CCC(NC(=O)c2ccc3c(c2)sc2nc(-c4cccc(OC)c4)cn23)CC1,0.0%,-4%,-3%,10%,-8%,?,1%,6%
Cc1ccnc2nc(C(=O)OCCOc3ccc(Cl)cc3)nn12,-1.3%,-5%,0%,6%,2%,-7%,-8%,19%
CC(=O)Nc1ccc(NC(=O)COC(=O)c2cnccn2)cc1,-2.7%,?,7%,-3%,3%,?,-11%,8%
O=C(CCNS(=O)(=O)c1ccc(Cl)cc1)NCc1cccnc1,0.0%,-1%,-2%,-1%,-7%,1%,-6%,5%[46.1 µM]
CC(=O)N1CCN(CC(=O)Nc2ccccc2Sc2ccc(Cl)cc2)CC1,0.0%,1%,0%,13%,-7%,?,0%,-1%
CCOc1cc(CNCc2ccc(C(=O)O)cc2)ccc1OC,0.5%,7%,8%,-7%,1%,-6%,13%,17%
O=C(CC1CCCCC1)NCc1ccco1,-1.1%,?,-1%,19%,2%,3%,7%[2.34 µM],-6%
O=c1[nH][nH]c(C(F)(F)F)c1C=Nc1cccc(Cl)c1,-0.3%,1%,2%,8%,2%,0%,1%,0%[46.1 µM]
Cc1cc(C)nc(NC(=O)/C=C/c2ccccc2Cl)c1,-1.0%,1%,-1%,-3%,-4%,2%,?,-28%
O=c1[nH]c(CSc2nnc(-c3ccncc3)n2Cc2ccco2)nc2ccccc12,1.7%,-1%,10%,-7%,4%,-5%,-6%,12%[7.67 µM]
CC(=NCCN1CCN(C(=S)Nc2ccccc2)CC1)C1=C(O)CC(C)(C)CC1=O,-1.2%,5%,-13%,3%,3%,?,-13%,-5%[46.1 µM]
Cc1noc(C)c1C(=O)N1CCCC(C(=O)c2ccc(Cl)cc2)C1 (configuration not stated),-0.2%,?,6%,23%,7%,7%,5%,6%
CCOC(=O)c1ccc(COC(=O)c2nonc2N)cc1,-0.8%,1%,0%,1%,-2%,0%,-8%,-16%[46.1 µM]
CCOc1ccc(C(=O)NC(C(=O)NCC2CCCO2)C(C)C)cc1 (configuration not stated),1.8%,.,4%,6%,-2%,.,7%,-23%
CNCc1ccccc1Sc1ccc(O)c(O)c1,1.3%,-15%,6%,?,-1%,0.56µM*,?,-14%
CCCCOc1ncnc2c1[nH]c1ccc(OCC)cc12,-0.4%,-2%,2%,0%,-4%,-10%,0%,1%[46.1 µM]
NC(=O)c1ncc(C(F)(F)F)cc1Oc1cccnc1,1.1%,-6%,-6%,-16%,-4%,6%,2%,17%
NC(=O)CC[C@H](NC(=O)c1ccc(F)cc1)C(=O)OCC(=O)NCc1ccc(F)cc1,-0.1%,6%,5%,-14%,2%,-3%,2%,19%
CCOc1ccc(-c2onc(C(F)(F)F)c2-c2cscn2)c(O)c1,0.0%,-1%,-1%,-1%,-3%,5%,-24%,?
CCCCC1=CC2=CC(=O)C(C)(OC(=O)CC)C(=O)C2=CN1c1ccccc1 (configuration not stated),-3.0%,.,4%[17.5 µM],9%,10%[17.4 µM],-2%[13.5 µM],-3%[11.6 µM],-7%
COc1ccc(-c2cn3c4c(sc3n2)CCCC4)cc1,-1.8%,?,-2%,1%,-4%,?,-29%,-13%[46.1 µM]
c1coc(-c2nc3ccccc3nc2-c2ccco2)c1,-0.1%,3%,7%,1%,3%,?,?,-14%[46.1 µM]
CCOC(=O)N1CCN(C(=O)C2CCN(S(C)(=O)=O)CC2)CC1,1.0%,-2%,3%,-14%,-1%,0%,1%,-8%[46.1 µM]
O=C(Nc1ccccc1N1CCN(C(=O)c2ccc(Cl)cc2)CC1)c1cc(Br)ccc1Cl,-0.9%,1%,3%,1%,-2%,3%,-29%,-24%[46.1 µM]
O=C(NCc1ccc(N2CCCC2=O)cc1)c1cnccn1,-1.1%,3%,5%,9%,0%,-3%,0%,-1%[46.1 µM]
COc1ccc(OC)c(NC(=O)COC(=O)c2c3c(nc4ccccc24)CCCC3)c1,-3.7%,0%,1%,-13%,-3%,-13%,-27%,?
O=C(NCc1ccccc1)C1CCN(S(=O)(=O)c2cc([N+](=O)[O-])ccc2Cl)CC1,-1.1%,7%,1%,2%,-5%,25µM*,-12%,12%
CC(C)CNC(=O)c1cc(-c2ccco2)on1,-1.1%,-13%,9%,5%,-1%,-4%,-2%,-16%[46.1 µM]
COC(=O)CN(c1ccccc1)S(=O)(=O)c1ccccc1,0.0%,-3%[15.4 µM],10%,-9%,11%,-3%,-8%,11%[46.1 µM]
Cc1ccc(O)c(C(=O)c2cnc3c(c2)CN(C)C(=O)N3)c1,1.0%,-4%,-12%,0%,-6%,25µM*,-8%,-11%[46.1 µM]
O=C(Nc1ccccn1)NC1CCS(=O)(=O)C1 (configuration not stated),-0.2%,0%,13%,-2%,-1%,11%,1%,0%[46.1 µM]
O=C(Nc1nnc(-c2ccncc2)o1)c1ccccc1,-2.8%,7%,-3%,0%,.,?,-5%,-17%
CCn1c(SCC(=O)C(C)(C)C)nnc1-c1ccccc1OC,0.0%,5%,7%,5%,5%,?,1%,-4%[46.1 µM]
CC(=O)c1cccc(NC(=O)N2CCCC2C(=O)Nc2cccc(C)c2)c1 (configuration not stated),-2.8%,?,-6%,-10%,-1%,7%,-7%,-12%[7.67 µM]
CC1CC[C@@]2(OC1)OC1CC3C4CC[C@H]5CC(O)CC[C@@]5(C)C4CC[C@]3(C)C1C2C (some centres not stated),-0.8%,.,7%,.,6%,1%,-11%,.
CCCc1nn(C)c(C(=O)Nc2cccc(C)c2)c1Cl,-3.0%,-2%,14%,-4%,6%,3%,-7%,0%
CCOC(=O)c1c(CSc2cccs2)n(C)c2cc(Br)c(O)c(CN(C)C)c12,-0.1%,1%,4%,?,-3%,?,-1%,-46%
Cc1cccc(OCCNc2cc(N3CCN(C)CC3)ccc2[N+](=O)[O-])c1,-1.1%,0%,7%,11%,-2%,-9%,?,9%
Cc1csc(SCC(=O)N2CCN(S(=O)(=O)c3ccc(Cl)cc3)CC2)n1,7.6%,-4%,3%,-5%,-3%,?,-5%,-11%[46.1 µM]
COC(=O)/C=C/C1c2ccccc2C(OC)C1C (configuration not stated),1.1%[10.1 µM],.,8%[17.5 µM],.,8%[17.4 µM],9%[13.5 µM],7%[11.6 µM],.
Cc1cc(C)nc(NCC(O)CNc2ccccc2C)n1 (configuration not stated),-1.0%,-9%,5%,-15%,-1%,13%,-12%,-5%[46.1 µM]

# Arranged by molar mass (low to high): part of the list above.
SMILES,Epigenetic reg,GAA inh,GLA spleen mod,GAA glycogen,aGlu spleen mod,ALDH1A1 block,Tau fluor counter,NPSR antag
Cc1cc(C)nc(NCC(O)CNc2ccccc2C)n1 (configuration not stated),-1.0%,-9%,5%,-15%,-1%,13%,-12%,-5%[46.1 µM]
CC(=O)c1cccc(NC(=O)N2CCCC2C(=O)Nc2cccc(C)c2)c1 (configuration not stated),-2.8%,?,-6%,-10%,-1%,7%,-7%,-12%[7.67 µM]
Cc1csc(SCC(=O)N2CCN(S(=O)(=O)c3ccc(Cl)cc3)CC2)n1,7.6%,-4%,3%,-5%,-3%,?,-5%,-11%[46.1 µM]

# The list is partial; count on the stated rates, not on these rows.
